# High-throughput results: PubChem BioAssay, several laboratories
# PriA SSB inh – inhibitors of Klebsiella pneumoniae PriA binding to SSB C-terminal tail, primary screen, biochemical, AlphaScreen | PriA–SSB C-terminal tail interaction (Klebsiella pneumoniae) | AlphaScreen SSBct-PriA binding, biotinylated peptide | inhibition, % at 33 µM | 0.6% of 430,000 active | AID 1272365, 2023; in the data active = inhibition mostly above about 37%, no sharp cut-off; inactive = mostly below about 20%;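 also: plate controls were negative control peptide for no effect and reference peptide for full effect; strong numbers were not always called active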
# Yp Topo-I inh – Yersinia pestis topoisomerase I inhibitors, primary screen, biochemical, cleavage product accumulation, plate reader, single point; activity, % at 10 µM; DNA topoisomerase I (Yersinia pestis CO92); Y. pestis Topo-I cleavage product accumulation; 0.064% of 360,000 active; in the data active = activity above about 50%, passing the limit was not always enough; also: inactives centre near 2
# SARS 3CLpro inh – SARS-CoV 3CLpro protease inhibitors, primary screen, biochemical, quenched FRET | Replicase polyprotein 1ab (Severe acute respiratory syndrome coronavirus), P0C6X7 | recombinant SARS-CoV 3CLpro, quenched FRET peptide cleavage | inhibition, % at 6 µM | 0.14% of 290,000 active; in the data active = inhibition above about 12%
# Rv3671c protease – Rv3671c serine protease inhibitors, primary screen, biochemical, fluorescence polarization, M. tuberculosis H37Rv; inhibition, % at 5.96 µM; 0.048% of 320,000 active; P9WHR9; in the data active = inhibition above about 38%;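 also: extracellular domain of Rv3671c used as enzyme; 0% = enzyme with DMSO and 100% = no enzyme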
# Target sequence (P9WHR9 whole entry, looked up, the tested form may be a part): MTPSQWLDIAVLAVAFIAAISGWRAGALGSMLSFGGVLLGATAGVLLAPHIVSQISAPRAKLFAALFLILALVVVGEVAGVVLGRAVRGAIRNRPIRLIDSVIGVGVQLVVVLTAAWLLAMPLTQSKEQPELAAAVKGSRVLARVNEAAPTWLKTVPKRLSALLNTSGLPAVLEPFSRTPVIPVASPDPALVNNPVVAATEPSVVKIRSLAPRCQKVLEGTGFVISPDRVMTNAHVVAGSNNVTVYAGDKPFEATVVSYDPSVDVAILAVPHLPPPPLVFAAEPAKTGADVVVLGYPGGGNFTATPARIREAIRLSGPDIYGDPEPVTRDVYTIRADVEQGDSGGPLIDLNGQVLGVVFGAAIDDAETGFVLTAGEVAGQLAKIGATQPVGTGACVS
# PrPC surface inh – inhibitors of human cell surface prion protein PrPC, primary screen, cell-based, TR-FRET; Major prion protein (Homo sapiens), P04156; 0.43% of 370,000 active; inhibition, % at 13.8 µM; TR-FRET read-out; in the data active = inhibition above about 24%; also: 0% = median of the test wells and 100% = reference compound wells
# DUSP3 inh – VHR1 phosphatase inhibitors, primary screen, biochemical, absorbance, uHTS. recombinant VHR phosphatase, pNPP absorbance. inhibition, % at 13.3 µM. 0.52% of 290,000 active; in the data active = inhibition above about 50%; also: some compounds called inactive have numbers as strong as hits
# Target sequence (P51452 whole entry, looked up): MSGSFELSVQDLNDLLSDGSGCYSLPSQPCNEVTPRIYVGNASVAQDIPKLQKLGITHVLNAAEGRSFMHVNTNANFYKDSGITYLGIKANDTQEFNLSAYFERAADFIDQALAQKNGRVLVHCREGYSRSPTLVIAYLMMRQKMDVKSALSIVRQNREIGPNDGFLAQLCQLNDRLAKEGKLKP
# MazEF act – activators of E. coli MazEF toxin-antitoxin RNase, primary screen, biochemical, fluorescence, uHTS. Endoribonuclease toxin MazF (Escherichia coli (strain K12)), P0AE70. FAM/BHQ RNA-DNA oligo cleavage fluorescence, 5 h. activation, % at 20 µM. 0.32% of 350,000 active; in the data active = activation above about 50%
# Target sequence (P0AE70 whole entry, looked up): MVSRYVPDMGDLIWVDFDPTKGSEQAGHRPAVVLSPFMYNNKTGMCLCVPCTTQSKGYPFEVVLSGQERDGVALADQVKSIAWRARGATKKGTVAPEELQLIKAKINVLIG
# CCHFV vOTU inh – CCHFV vOTU protease inhibitors, primary screen, biochemical, Pep-AMC substrate, fluorescence. 0.55% of 370,000 active. Crimean-Congo hemorrhagic fever virus L polyprotein viral ovarian tumor (vOTU) protease …. inhibition, % at 11.5 µM. AID 651958, 2012; in the data active = inhibition above about 30%; also: 0% = vehicle wells with enzyme and 100% = no enzyme wells
# TcdB inh – TcdB glycohydrolase inhibitors, primary screen, biochemical, single point, plate reader. Toxin B (Clostridioides difficile), P18177. TcdB glycohydrolase enzymatic assay. inhibition, % at 9.99 µM. 0.24% of 350,000 active. AID 652162, 2013; in the data active = inhibition above about 10%
# Vc quorum ag – inducers of Vibrio cholerae quorum light production without autoinducers, primary screen, BH1578 luxS cqsA deficient, single point; V. cholerae BH1578 lux reporter, luminescence, 6 h; activation, % at 18.7 µM; 0.16% of 350,000 active; AID 588436, 2011; in the data active = activation mostly above about 9.7%, no sharp cut-off; also: not every result past the cut was called active; inactives centre near 0; reference of the scale not given here
# Starred values were filed as active, the others as inactive; i = inactive; · = no result given; & = joins results of further samples. This is a subset; count on the stated rates, not on these rows.
SMILES,PriA SSB inh,Yp Topo-I inh,SARS 3CLpro inh,Rv3671c protease,PrPC surface inh,DUSP3 inh,MazEF act,CCHFV vOTU inh,TcdB inh,Vc quorum ag
O=C(CCNC(=O)c1ccc(Br)cc1)Nc1ccccc1N1CCCCC1,-7.9,18.6,·,2.8,-3.9,·,1.9,-2.9,2.0,-0.4
O=C(O)C1C2CC3OC(=O)C1C3C2 (stereo unspecified),-10.7,2.1,·,·,5.5,·,-0.4,-14.8,2.1,-2.9
O=C(O)c1cccc(N2CCCC2)c1,-21.9,-0.4,-1.7,1.0,-1.2,-4.6,-13.7,-10.7,·,i
CCOc1ccc(NC(=O)CN2CCN(c3ccc(F)cc3)CC2)cc1S(=O)(=O)N1CCCC1,·,12.7,·,·,11.5,·,-0.2,4.9,-10.6,-5.3
C/C(Cn1nnc([N+](=O)[O-])n1)=N\NC(=O)c1ccc(Cl)c(Cl)c1,·,-2.3,13.7*,-4.7,-21.1,13.6,-4.3,-11.1,-0.6,i
O=C(CCCCC(=O)OC1CCCCC1)OC1CCCCC1,-51.5,30.9,·,·,-11.1,·,-3.7,12.1,5.2,i
O=C(Cc1c(C(=O)O)[nH]c2ccccc12)NCCN1CCN(c2cccc(Cl)c2)CC1,-7.6,1.0,-0.7,-4.6,-4.5,-4.7,1.0,12.3,·,i
COc1ccc2c(c1)c(C(=O)CN1CCN(C)CC1)c(C)n2Cc1ccccc1,18.3,7.0,-1.3,-4.3,0.5,2.8,2.4,10.0,·,-0.3
O=C(Cc1ccccc1)N1CCc2ccccc21,-11.6,6.5,-2.8,-5.0,6.1,0.5,3.2,2.5,0.2,-13.8
Oc1c(Br)cc(/C=N/n2c(-c3ccccc3)n[nH]c2=S)c(O)c1Br,·,-14.1,2.0,·,·,26.1,10.3,·,·,i
Cc1ccc(N(CC(=O)NC(C)(C)C)C(=O)CCC(=O)Nc2ccccn2)c(C)c1,·,5.7,·,·,-8.2,·,8.0,4.9,1.8,i
O=C(CCSc1ccc(Cl)cc1)NCc1ccccn1,4.2,-11.7,3.2,-2.3,10.8,29.6,-2.6,6.5,-0.1,-0.4
CC(C)=CC(=O)Nc1nnc(-c2ccccc2)s1,-13.9,4.0,4.9,3.8,2.8,2.6,0.2,-17.6,1.9,-5.3
COC(=O)c1cn(C(=O)c2cccc(C)c2)c2ccccc12,-6.2,13.6,1.4,-4.2,5.7,12.9,7.6,-7.4,1.5,i
Cc1cc(NC2CCCC2)n2nc(C)c(-c3ccccc3)c2n1,-22.8,11.1,6.8,-1.3,1.1,31.9,-1.5,-6.7,0.3,-0.6
Cc1ccc([N+](=O)[O-])cc1NC(=O)CN(C)CCOc1ccccc1,-0.3,14.8,-4.9,-1.0,-1.0,14.6,0.2,-3.9,0.7,3.0
Cc1ccc(C(=O)Nc2ccon2)cc1S(=O)(=O)N1CCOCC1,7.0,1.1,1.8,-4.3,1.5,-2.2,10.8,-0.6,·,-2.2
O=c1cc(C(F)(F)F)c2sc(N3CCCCC3)nc2[nH]1,-4.7,-1.1,-1.1,1.1,4.4,13.9,0.7,-98.8,·,0.2
CCOc1ccc(C2CC(c3cccc(OC)c3)Nc3nc(N)nn32)cc1 (stereo unspecified),-3.7,9.5,-4.9,3.2,-0.1,23.6,9.8,-4.5,1.0,0.4
Cc1ccc(OCCCNCCO)c(Br)c1,-6.9,-4.8,-0.7,0.1,4.2,-6.6,3.6,5.8,·,-2.2
O=c1c(C(c2ccc(Br)cc2)c2c(O)nc3n(c2=O)CCCS3)c(O)nc2n1CCCS2,-5.0,-4.3,-2.5,1.5,-2.9,7.7,-22.3,-8.1,1.0,0.9
O=C(Nc1c(C(=O)c2ccccc2)oc2ccccc12)c1cc(-c2ccccc2O)n[nH]1,1.7,34.5,3.5,-21.9,-2.8,-4.1,-12.3,7.9,·,0.1
CC(C)/C=C(/C(=O)c1ccc(Cl)cc1Cl)n1cncn1,-9.3,6.7,-5.5,-7.8,0.6,-3.3,2.7,-3.7,-1.5,i
COc1cc(NC(=O)CN2C(=O)c3ccccc3S2(=O)=O)cc(OC)c1,2.7,0.8,·,-6.6,6.7,·,9.6,6.3,-0.1,i
C/C(=N\NC(=S)NC(C)C)c1cccc([N+](=O)[O-])c1,·,6.8,2.4,-13.8,-4.4,-4.8,3.4,11.3,·,-1.7
COc1ccc(Cl)cc1S(=O)(=O)NC1CC(C)(C)NC(C)(C)C1,-10.1,-3.6,3.9,-6.2,-2.3,10.6,4.0,-16.9,1.0,-0.5
CCCCOc1ccc(C(=O)N2CCN(c3ccc(N4CCOCC4)nn3)CC2)cc1,-5.3,-5.2,·,2.3,-8.4,·,0.2,-44.1,0.9,0.6
O=C(CN1C(=O)NC2(CCc3ccccc32)C1=O)c1ccc(F)cc1 (stereo unspecified),-1.9,-7.7,·,-2.8,4.7,·,-1.3,-9.0,5.1,-0.8
CCCc1[nH]n(-c2ccc([N+](=O)[O-])cc2)c(=O)c1C(C)=NCc1ccncc1,13.6,2.8,0.7,8.5,0.5,2.5,11.3,-1.2,1.0,i
c1ccc(COc2ncnc3c2ncn3CCCNC2CCN(Cc3ccccc3)CC2)cc1,·,-0.7,·,·,-12.1,·,14.7,8.4,0.6,-0.2

# In the list so far, these have a nitro group on carbon.
SMILES,PriA SSB inh,Yp Topo-I inh,SARS 3CLpro inh,Rv3671c protease,PrPC surface inh,DUSP3 inh,MazEF act,CCHFV vOTU inh,TcdB inh,Vc quorum ag
C/C(Cn1nnc([N+](=O)[O-])n1)=N\NC(=O)c1ccc(Cl)c(Cl)c1,·,-2.3,13.7*,-4.7,-21.1,13.6,-4.3,-11.1,-0.6,i
Cc1ccc([N+](=O)[O-])cc1NC(=O)CN(C)CCOc1ccccc1,-0.3,14.8,-4.9,-1.0,-1.0,14.6,0.2,-3.9,0.7,3.0
C/C(=N\NC(=S)NC(C)C)c1cccc([N+](=O)[O-])c1,·,6.8,2.4,-13.8,-4.4,-4.8,3.4,11.3,·,-1.7
CCCc1[nH]n(-c2ccc([N+](=O)[O-])cc2)c(=O)c1C(C)=NCc1ccncc1,13.6,2.8,0.7,8.5,0.5,2.5,11.3,-1.2,1.0,i

# (cont.)
SMILES,PriA SSB inh,Yp Topo-I inh,SARS 3CLpro inh,Rv3671c protease,PrPC surface inh,DUSP3 inh,MazEF act,CCHFV vOTU inh,TcdB inh,Vc quorum ag
FC(F)Oc1ccc(NC(=S)NCCc2ccccn2)cc1,-2.5,2.3,2.0,-7.9,-3.6,-9.6,6.4,-19.4,0.6,-0.7
COc1cc(C2Nc3cc(C)c(C)cc3NC3=C2C(=O)CC(C)(C)C3)ccc1OC(C)=O (stereo unspecified),-11.4,8.5,10.2,0.7,-8.8,16.5,-7.0,22.4,2.2,-0.2
CCN(CC)c1ccc2cc(C#N)c(=O)oc2c1,-18.8,-10.3,-0.6,-4.9,-6.5,20.8,-52.4,-6.0,0.0,-0.2
COc1cccc(C(=O)NCc2ccccc2OC)c1,-8.8,11.0,3.8,-1.3,-5.7,8.4,-0.6,-14.1,·,0.9
Cc1cccn2c(=O)c(/C=N/O)c(N3CCOCC3)nc12,·,8.7,5.9,1.7,-6.7,18.4,-0.9,7.5,-0.4,i
CC1CC(C)CN(C(=O)CSc2nc(N)cc(=O)[nH]2)C1 (stereo unspecified),-10.8,-7.6,0.7,-2.5,3.0,8.5,-8.6,4.4,0.4,-0.4
O=C(NCCC1CCCCN1S(=O)(=O)c1ccc(F)cc1)C(=O)NCc1ccncc1 (stereo unspecified),-5.4&-11.0&2.0,12.6,·,-5.6,2.4,·,-1.8,-2.6,3.2,-1.7
C[C@]12c3[nH]c4ccccc4c3CCN1C(=O)C(CC(=O)NCc1cccc(C(F)(F)F)c1)C[C@@H]2C(=O)N1CCCCC1 (stereo partly specified),-11.8,26.6,·,6.2,0.2,·,8.9,-3.5,1.6,2.0
CC1(C)OC(C(N)=O)C(C(N)=O)O1 (stereo unspecified),7.5,7.5,-4.0,1.9,6.3,3.2,5.1,9.5,·,-0.4
CC(C)(C)N(Cc1ccccc1)C(=O)COC(=O)C1CC1,-2.5,-6.5,·,-3.0,11.8,·,2.3,8.8,-0.7,-1.1
COCc1cc(C)nc2sc3c(=O)n(-c4cccc5ccccc45)nnc3c12,-7.2,-1.7,-4.5,0.5,0.5,9.7,-1.0,-7.5,·,-1.8
COc1cccc(C2CCCCN2Cc2nc(-c3ccc(C)o3)oc2C)c1 (stereo unspecified),-7.6,14.0,3.4,0.2,-1.4,0.9,1.8,2.8,0.1,-0.2
Cc1ccc2c(c1)C1CN(C)CCC1N2C(=O)c1ccco1 (stereo unspecified),-6.9,-5.3,0.7,-2.8,-7.3,0.8,2.7,-2.7,0.5,-0.5
CCOCCCNC(=O)C1(O)c2cc(Br)ccc2NC(=O)N1c1ccc(CC)cc1 (stereo unspecified),-10.7,-0.7,3.9,1.9,-1.0,19.7,6.7,-3.3,1.4,-0.7
C=C1C(=O)O[C@@H]2[C@H]1CC[C@H](C)[C@]1(O)CCC(=O)[C@@]21C,-13.1,5.9,1.3,5.0,-2.3,13.8,7.1,0.8,2.5,-0.6
CC(CN1CCOCC1)OC(=O)c1cccc(Cl)c1 (stereo unspecified),-7.9,8.4,-0.3,-2.5,10.0,37.9,2.1,5.1,-0.1,i
Cc1ccccc1C(=O)c1c[nH]c(C(=O)N2CCN(c3ccccc3F)CC2)c1,11.4,2.7,-5.7,-5.0,-1.1,16.9,-5.0,-6.5,-1.4,i
Cc1ccc(-n2cc(CCCCCCCCC(=O)O)nn2)cc1,-1.4,8.6,4.5,-0.2,-3.7,1.1,2.7,9.1,-0.3,-0.6
COc1ccc(-n2c(SCC(=O)Nc3cc(C(=O)O)ccc3C)nc3ccccc3c2=O)cc1Cl,-8.9,-0.2,-0.4,-3.1,4.3,10.1,0.3,-0.8,1.2,-0.4
CC1C(c2ccccc2)=[N+]([O-])C2(CCCC2)N1O (stereo unspecified),-10.1,-0.2,-0.9,-4.6,0.6,-0.4,8.2,6.0,·,3.0
COC(=O)c1ccccc1NC(=O)Nc1nnc(N2CCCCC2C)s1 (stereo unspecified),-8.8,3.8,3.4,-6.0,·,-18.5,10.2,·,·,-0.2
O=C(Nc1cccnc1)Nc1ccc(Br)cc1Cl,-20.6,3.5,9.4,-15.3,0.0,5.6,3.9,-0.1,1.0,-1.2
CSc1ccccc1-c1cnc2cccnn12,·,0.6,·,·,19.8,·,·,-14.3,3.4,0.4
CC1CCCCN1Cc1nc2c(c(=O)n(C)c(=O)n2C)n1CCCc1ccccc1 (stereo unspecified),4.2,-0.4,5.0,4.7,-4.5,·,0.1,2.6,·,0.4
CSc1ccc(CN(C)CC(=O)NCc2ccc(F)cc2)cc1,-3.7,11.5,7.5,-3.0,-11.4,-6.0,-3.7,13.6,1.5,-0.4
CCOC(=O)c1cc(-c2ccccc2)n(CC(=O)N2CCCC2)c1C,7.9,9.6,3.3,-0.8,-0.3,4.6,4.2,-7.4,·,-0.8
CC(C)Cn1nc(NC(=O)C(C)(C)C)c2cc3ccccc3nc21,-47.9,-7.9,-0.9,-0.7,4.4,10.4,-2.9,10.0,·,i
CCCc1cc(=O)n2[nH]c(-c3cccc(Br)c3)cc2n1,-17.5,13.2,0.9,-2.1,0.9,-13.1,7.1,-4.7,-8.4,-1.8
